rTrxR1 inhibitor: rat TrxR1 inhibition; O89049; recombinant rTrxR1, NADPH fluorescence consumption, selenite substrate; Potency, µM (doses to about 114 µM), for inactives: at the top dose activity change, negative = inhibition, most hits filed as inhibitors; 1% of 390,000 active; AID 588453; note: potency is the fitted concentration of half-maximal effect; % is set by controls: 0 for no effect and ±100 for the full control effect; nearly all actives have a fitted effect of over 65% in size
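Rat TrxR1 (90 nM in the dispensed reagent) was pre-reduced with 400 uM NADPH for 5 min at room temperature, then incubated with compound for 15 min. After 400 uM selenite was added, NADPH fluorescence (Ex 340/Em 450 nm) was followed for 8 min.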
Vif-APOBEC3F blk: blocks the Vif interaction with APOBEC3F; HeLa A3F-eYFP + Vif (tagged APOBEC3F with the HIV-1 protein that degrades it), YFP fluorescence increase; Potency, µM (series often up to 46.1 µM), for inactives: top-dose activity, negative = active; 0.2% of 390,000 active; note: potency is the fitted concentration of half-maximal effect; % of control where 0% means no effect; nearly all actives have a fitted effect of over 65% in size
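HeLa cells stably expressing Vif plus C-terminally eYFP-tagged A3F were seeded, incubated overnight at 37 deg C, dosed with compound, incubated overnight again at 37 deg C. Yellow fluorescence (Ex 488/Em 500-530) reported blocked Vif-mediated A3F-eYFP degradation.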
mIDH1 inhibitor: inhibitors of human mutant IDH1 R132H. AID 602179. Potency, µM (top dose mostly 76.6 µM), inactives show at the highest dose activity change, negative = inhibition, hits mostly inhibitors. IDH1-R132H enzyme, NADPH consumption, diaphorase/resazurin fluorescence. 0.093% of 390,000 active. O75874; note: potency is the fitted concentration of half-maximal effect; % is set by controls: 0 for no effect and ±100 for the full control effect; nearly all actives have a fitted effect of over 65% in size
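IDH1-R132H (0.5 ug/mL dispensed) in pH 7.5 Tris buffer was preincubated 30 min with compound, then given a substrate mix of 0.016 mM NADPH and 2 mM alpha-KG for 80 min at room temperature; remaining NADPH was read by diaphorase/resazurin fluorescence.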
RGS4 inh: inhibitors of human regulator of G protein signaling 4; Transcreener GDP fluorescence polarization, RGS4-accelerated GTP hydrolysis; Potency, µM (titrated, usually from 114 µM), inactives show at the highest dose activity change, negative = inhibition, actives largely listed as inhibitors; 0.039% of 390,000 active; AID 504845; note: potency is the fitted concentration of half-maximal effect; % is set by controls: 0 for no effect and ±100 for the full control effect; nearly all actives have a fitted effect of over 75% in size; some results filed as inactive show a strong effect at the top dose
Target sequence (P49798 whole entry, looked up): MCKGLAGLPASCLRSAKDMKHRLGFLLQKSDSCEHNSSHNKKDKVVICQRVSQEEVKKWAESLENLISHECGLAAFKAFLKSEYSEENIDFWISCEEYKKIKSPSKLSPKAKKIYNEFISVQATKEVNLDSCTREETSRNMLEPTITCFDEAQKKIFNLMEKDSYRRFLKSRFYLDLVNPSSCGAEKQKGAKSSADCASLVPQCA
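MLSMR compounds (23 nl, pin-transferred) preincubated 10 min at room temperature with a 500nM (2x) first reagent, then RGS4 at 900nM (2x) plus Transcreener GDP mix added; fluorescence polarization (620/688 nm) read before and after 90 min at 30 °C.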
USP1 inh: inhibitors of human USP1/UAF1 deubiquitinase | AID 743255 | 0.23% of 390,000 active | recombinant USP1/UAF1, Ub-Rhodamine cleavage fluorescence | O94782 | Potency, µM (highest dose often 57.1 µM), for inactives: at the top dose activity change, negative = inhibition, usual class: inhibitors; note: potency is the fitted concentration of half-maximal effect; % is set by controls: 0 for no effect and ±100 for the full control effect; nearly all actives have a fitted effect of over 60% in size; inactives centre near -12
Target sequence (O94782 whole entry, looked up): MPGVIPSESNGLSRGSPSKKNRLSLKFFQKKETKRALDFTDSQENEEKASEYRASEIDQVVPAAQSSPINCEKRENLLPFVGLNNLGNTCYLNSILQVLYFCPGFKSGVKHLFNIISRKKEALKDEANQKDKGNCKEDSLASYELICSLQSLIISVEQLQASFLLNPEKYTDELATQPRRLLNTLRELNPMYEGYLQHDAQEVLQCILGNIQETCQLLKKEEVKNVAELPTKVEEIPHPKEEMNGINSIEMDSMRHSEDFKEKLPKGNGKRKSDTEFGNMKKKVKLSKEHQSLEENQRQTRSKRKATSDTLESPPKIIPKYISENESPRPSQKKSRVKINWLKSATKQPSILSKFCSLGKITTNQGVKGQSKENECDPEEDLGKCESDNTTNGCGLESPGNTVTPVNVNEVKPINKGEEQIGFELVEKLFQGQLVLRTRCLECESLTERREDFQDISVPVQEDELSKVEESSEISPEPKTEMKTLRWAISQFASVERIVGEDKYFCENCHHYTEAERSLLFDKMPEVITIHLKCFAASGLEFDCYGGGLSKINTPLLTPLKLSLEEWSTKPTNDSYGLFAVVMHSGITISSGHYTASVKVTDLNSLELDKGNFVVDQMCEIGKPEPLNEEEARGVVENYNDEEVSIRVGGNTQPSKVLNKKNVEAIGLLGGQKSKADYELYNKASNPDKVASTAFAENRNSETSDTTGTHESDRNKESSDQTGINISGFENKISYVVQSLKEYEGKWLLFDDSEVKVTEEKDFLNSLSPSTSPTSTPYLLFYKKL
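1 nM enzyme complex + cpd, 15 min RT; start with Ub-Rho 150nM final; kinetic fluorescence ex 480/em 540, 6 reads q60 s. Buffer 50mM HEPES pH 7.8, 0.5mM EDTA, 0.1 mg/ml BSA, 1mM TCEP, 0.01% Tween-20.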
GRP78 ERSR act: ER stress response induction in glioma. Potency, µM, for the others: at the top dose activation, hits mostly activators. 0.02% of 420,000 active. U87-MG GRP78 promoter luciferase reporter, 16 h; note: potency is the fitted concentration of half-maximal effect; series mostly up to about 76 µM; % of control where 0% means no effect; nearly all actives have a fitted effect of over 35% in size
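Stably transfected U87-MG glioma cells carrying a GRP78-based luciferase sensor; 16 h compound incubation. Luminescence end-point read 10 min after Bright-Glo addition at room temperature.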
TrxR1 substrate: rat thioredoxin reductase 1 substrate activity; O89049; Potency, µM (titrated, usually from 114 µM), without a hit: top-dose activity change, negative = substrate turnover; 0.01% of 390,000 active; purified TrxR1 substrate turnover, NADPH consumption readout; AID 588456; note: potency is the fitted concentration of half-maximal effect; % is set by controls: 0 for no effect and ±100 for the full control effect; nearly all actives have a fitted effect of over 50% in size
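Rat TrxR1, dispensed at 90 nM, was prereduced with 400 uM NADPH (final) for 5 min at ~22 deg C, then incubated with compound 15 min before 400 uM selenite. A first-read NADPH fluorescence drop versus no-compound background flagged substrates.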
Vif-APOBEC3G blk: Vif-A3G binding inhibition | Q9HC16 | HeLa A3G-eYFP + Vif (tagged APOBEC3G with the HIV-1 protein that degrades it), YFP fluorescence, overnight | Potency, µM (top dose mostly 46.1 µM), for inactives: at the highest dose activity, negative = active, hits mostly inhibitors | 0.076% of 410,000 active | AID 602310;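 note: potency is the fitted concentration of half-maximal effect; % is set by controls: 0 for no effect and ±100 for the full control effect; nearly all actives have a fitted effect of over 60% in size; hits raise eYFP signal because A3G escapes Vif-driven loss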
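HeLa cells stably expressing Vif and C-terminally eYFP-tagged A3G, seeded overnight at 37 deg C, then exposed to compound by pintool overnight at 37 deg C. Rise in yellow fluorescence (Ex 488/Em 500-530, Acumen) marks blocked Vif-driven A3G degradation.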
LDHA inh: LDHA (human) enzyme inhibition | P00338 | purified LDHA, NADH/diaphorase-resazurin fluorescence; stronger effect = lower value | activity change, % (values are at about 110 or 230 µM) | 0.15% of 480,000 active; in the data active = activity change below about -30%; inconclusive = mostly about -25% to -30%;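 note: plate controls were DMSO wells for no effect and wells without enzyme for full effect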
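Human LDH5 at 2 nM final in Tris HCl pH 7.4 with 0.06 mM NADH and 0.2 mM pyruvate, reacted 5 minutes at room temperature. Remaining NADH coupled via diaphorase/resazurin; resorufin fluorescence read at 0 and 20 minutes, normalized to enzyme-free and DMSO wells.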
An asterisk follows results filed as active; [ ] = dose if it differs, or a comment. Unless noted, calls come from the whole dose curve; as a rule, active = well fitted curve in the direction sought with a large enough effect; inconclusive = small, poorly fitted or top-dose-only effect, or another doubt; inactive = no such curve, though single readings can be large; an effect the other way counts as inactive or inconclusive. The list is partial; the hit share may differ from the screen's.

Results for COc1cccc(NC(=O)CN(C)C(=O)c2cc(C3CC3)nn2-c2ccccc2)c1 ?
rTrxR1 inhibitor: 14%; Vif-APOBEC3F blk: -6%; mIDH1 inhibitor: 11%; RGS4 inh: -8%; USP1 inh: -25%; GRP78 ERSR act: -4%; TrxR1 substrate: 2%; Vif-APOBEC3G blk: 0%; LDHA inh: 3

Results for COC(=O)C1=NN(C(=O)c2cccc(Cl)c2)C(O)(C(C)(C)C)C1 (stereo not given) ?
rTrxR1 inhibitor: -11%; Vif-APOBEC3F blk: -13%; mIDH1 inhibitor: -1%; RGS4 inh: -16%; USP1 inh: -12%; GRP78 ERSR act: 3%; TrxR1 substrate: -8%; Vif-APOBEC3G blk: -6%; LDHA inh: 6

Results for CC(=O)NC(=S)Nc1ccccc1N1CCCCC1 ?
rTrxR1 inhibitor: 12%; Vif-APOBEC3F blk: inconclusive; mIDH1 inhibitor: 5%; RGS4 inh: inconclusive; USP1 inh: -23%; GRP78 ERSR act: -6%; TrxR1 substrate: 3%; Vif-APOBEC3G blk: 1%; LDHA inh: -2

Results for COc1cc(NC(=O)C(Cc2ccccc2)n2cccc2)cc(OC)c1 (stereo not given) ?
rTrxR1 inhibitor: -1%; Vif-APOBEC3F blk: 3%; mIDH1 inhibitor: 5%; RGS4 inh: -31%; USP1 inh: -8%; GRP78 ERSR act: -2%; TrxR1 substrate: -5%; Vif-APOBEC3G blk: 1%; LDHA inh: 4

What do the screens show for `Cc1cnc(NC(=O)c2ccc3c(c2)C(=O)N(Cc2ccco2)C3=O)s1`?
rTrxR1 inhibitor: -17%; Vif-APOBEC3F blk: -7%; mIDH1 inhibitor: 10%; RGS4 inh: -3%; USP1 inh: 4%; GRP78 ERSR act: -4%; TrxR1 substrate: -9%; Vif-APOBEC3G blk: 0%; LDHA inh: -6

What do the screens show for `Cc1ccc(-n2c(SCc3ccc(C#N)cc3)nnc2-c2ccccn2)cc1`?
rTrxR1 inhibitor: 9%; Vif-APOBEC3F blk: -3%; mIDH1 inhibitor: -5%; RGS4 inh: -9%; USP1 inh: -18%; GRP78 ERSR act: -5%; TrxR1 substrate: -2%; Vif-APOBEC3G blk: -1%; LDHA inh: -11

How did O=C(Nc1ccccc1F)Nc1cc(Cl)ccc1-n1cncn1 do in these assays?
rTrxR1 inhibitor: -15%; Vif-APOBEC3F blk: -4%; mIDH1 inhibitor: 2%; RGS4 inh: 14%; USP1 inh: inconclusive; GRP78 ERSR act: -5%; TrxR1 substrate: -12%; Vif-APOBEC3G blk: -1%; LDHA inh: -7

What do the screens show for `O=C(CN1C(=O)NC(Cc2ccccc2)C1=O)Nc1ccccc1OC(F)F` (stereo not given)?
rTrxR1 inhibitor: -5%; Vif-APOBEC3F blk: 2%; mIDH1 inhibitor: -4%; RGS4 inh: 14%; USP1 inh: -10%; GRP78 ERSR act: -5%; TrxR1 substrate: -10%; Vif-APOBEC3G blk: -2%; LDHA inh: -13

How did CCOc1ccc(-n2nc3ccc(NC(=O)c4ccc(-c5cccc(Cl)c5)o4)cc3n2)cc1 do in these assays?
rTrxR1 inhibitor: -34%; Vif-APOBEC3F blk: -11%; mIDH1 inhibitor: -12%; RGS4 inh: -28%; USP1 inh: 7%; GRP78 ERSR act: -2%; TrxR1 substrate: 40%[activator]; Vif-APOBEC3G blk: -4%; LDHA inh: -8

Results for COc1cccc(NC(=O)Cc2csc(COc3cccc(C)c3)n2)c1 ?
rTrxR1 inhibitor: 12%; Vif-APOBEC3F blk: 1%; mIDH1 inhibitor: 11%; RGS4 inh: -3%; USP1 inh: -19%; GRP78 ERSR act: 5%; TrxR1 substrate: -3%; Vif-APOBEC3G blk: -1%; LDHA inh: -9

How did Fc1ccc(NC2=NCCCCC2)cc1 do in these assays?
rTrxR1 inhibitor: 11%[57.1 µM]; Vif-APOBEC3F blk: 11%; mIDH1 inhibitor: 1%; RGS4 inh: 1%; USP1 inh: -9%; GRP78 ERSR act: 2%; TrxR1 substrate: 4%[57.1 µM]; Vif-APOBEC3G blk: 0%; LDHA inh: -11

Results for CC(=O)OCc1c(-c2ccccc2)c2cc([N+](=O)[O-])ccc2n1C ?
rTrxR1 inhibitor: 1%; Vif-APOBEC3F blk: 11%; mIDH1 inhibitor: 3%; RGS4 inh: -6%[56.9 µM]; USP1 inh: -15%; GRP78 ERSR act: -1%; TrxR1 substrate: -8%; Vif-APOBEC3G blk: -8%; LDHA inh: -1

Results for COc1ccc(C2CC(c3ccccc3F)=NN2c2ccc(S(N)(=O)=O)cc2)cc1 (stereo not given) ?
rTrxR1 inhibitor: 167%[activator]; Vif-APOBEC3F blk: 1%; mIDH1 inhibitor: -16%; RGS4 inh: -7%; USP1 inh: -11%; GRP78 ERSR act: -3%; TrxR1 substrate: 451%[activator]; Vif-APOBEC3G blk: -6%; LDHA inh: -1

Results for CCOC(=O)CC(=O)Nc1ccn[nH]1 ?
rTrxR1 inhibitor: 23%; Vif-APOBEC3F blk: -2%; mIDH1 inhibitor: 6%; RGS4 inh: 5%; USP1 inh: -11%; GRP78 ERSR act: -2%; TrxR1 substrate: 1%; Vif-APOBEC3G blk: 2%; LDHA inh: -2

How did O=C(Nc1ncnc2sc3c(c12)CCCCC3)c1ccc(F)cc1 do in these assays?
rTrxR1 inhibitor: 5%; Vif-APOBEC3F blk: 0%; mIDH1 inhibitor: 7%; RGS4 inh: -16%; USP1 inh: -23%; GRP78 ERSR act: -3%; TrxR1 substrate: 1%; Vif-APOBEC3G blk: -1%; LDHA inh: -1

How did Cc1ccc(NC(=O)c2nc[nH]c2C(=O)N2CCC(C)CC2)cc1 do in these assays?
rTrxR1 inhibitor: -11%[57.1 µM]; Vif-APOBEC3F blk: 12%; mIDH1 inhibitor: 0%; RGS4 inh: -12%; USP1 inh: -6%; GRP78 ERSR act: 4%; TrxR1 substrate: -5%[57.1 µM]; Vif-APOBEC3G blk: 0%; LDHA inh: 0

How did COc1ccc(N2CCN(c3nc4c(c(=O)n(C)c(=O)n4C)n3Cc3ccccc3)CC2)cc1 do in these assays?
rTrxR1 inhibitor: -19%; Vif-APOBEC3F blk: 6%; mIDH1 inhibitor: 4%; RGS4 inh: -14%; USP1 inh: -22%; GRP78 ERSR act: -5%; TrxR1 substrate: -8%; Vif-APOBEC3G blk: 0%; LDHA inh: -2

How did COc1ccc(N(C(=O)c2cc(OC)c(OC)c(OC)c2)S(=O)(=O)c2ccc(C)cc2)cc1 do in these assays?
rTrxR1 inhibitor: 9%; Vif-APOBEC3F blk: -12%; mIDH1 inhibitor: 5%; RGS4 inh: -28%; USP1 inh: -25%; GRP78 ERSR act: -3%; TrxR1 substrate: 3%; Vif-APOBEC3G blk: inconclusive; LDHA inh: -11

Results for CCN(Cc1cc(=O)n2ccsc2n1)c1cccc2ccccc12 ?
rTrxR1 inhibitor: 13%; Vif-APOBEC3F blk: 3%; mIDH1 inhibitor: 23%; RGS4 inh: 1%; USP1 inh: -17%; GRP78 ERSR act: 1%; TrxR1 substrate: 4%; Vif-APOBEC3G blk: -7%; LDHA inh: 9

What do the screens show for `Cc1cccc(N(C)C(=O)CCS(=O)(=O)c2cc3c(cc2Cl)NC(=O)CO3)c1`?
rTrxR1 inhibitor: 10%[57.1 µM]; Vif-APOBEC3F blk: 0%; mIDH1 inhibitor: -7%; RGS4 inh: 0%; USP1 inh: -16%; GRP78 ERSR act: -1%; TrxR1 substrate: 7%[57.1 µM]; Vif-APOBEC3G blk: 2%; LDHA inh: -11

Results for O=C1/C(=C\c2ccco2)CCC/C1=C\c1ccco1 ?
rTrxR1 inhibitor: 2.2µM*; Vif-APOBEC3F blk: inconclusive; mIDH1 inhibitor: 0%; RGS4 inh: inconclusive; USP1 inh: -13%; GRP78 ERSR act: 19%; TrxR1 substrate: -6%; Vif-APOBEC3G blk: -15%; LDHA inh: 2

How did c1coc(-c2nnc3sc(-c4cccs4)nn23)c1 do in these assays?
rTrxR1 inhibitor: inconclusive; Vif-APOBEC3F blk: 0%; mIDH1 inhibitor: 9%; RGS4 inh: -39%; USP1 inh: -22%; GRP78 ERSR act: 1%; TrxR1 substrate: -1%; Vif-APOBEC3G blk: 6%; LDHA inh: -2

How did O=C(NC1CCCCC1)c1ccccc1C(F)(F)F do in these assays?
rTrxR1 inhibitor: 36%[activator]; Vif-APOBEC3F blk: 0%; mIDH1 inhibitor: -13%; RGS4 inh: -9%; USP1 inh: -21%; GRP78 ERSR act: 0%; TrxR1 substrate: 8%; Vif-APOBEC3G blk: -1%; LDHA inh: -3

How did CN(C)CCNC(=O)Cn1nc(C(F)F)cc1C1CC1 do in these assays?
rTrxR1 inhibitor: 19%; Vif-APOBEC3F blk: -9%; mIDH1 inhibitor: 0%; RGS4 inh: 21%; USP1 inh: 28%; GRP78 ERSR act: -1%; TrxR1 substrate: 10%; Vif-APOBEC3G blk: 2%; LDHA inh: -6

Results for CC(C)Oc1ccc(CN2CCC(n3nccc3NC(=O)CCc3ccccc3)CC2)cc1 ?
rTrxR1 inhibitor: -12%; Vif-APOBEC3F blk: 4%; mIDH1 inhibitor: 6%; RGS4 inh: 20%; USP1 inh: -5%; GRP78 ERSR act: -5%; TrxR1 substrate: -11%; Vif-APOBEC3G blk: -1%; LDHA inh: -10

High-throughput results as filed in PubChem.
